T cell modulator – modulators of CD8 T cell-vesicle binding, primary screen, mouse 2C CD8+ T cells, flow cytometry; 2C CD8+ T cell-vesicle binding; stronger effect = lower value; calls only at 7 µM; actives 0.068% (n = 330,000); AID 2052, 2009;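 active = response, share of CD8 T cells binding vesicles, and their 90th percentile fluorescence all below set limits, cut at about 80% in these data, passing the limit was not always enough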
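Material: 2C TCR transgenic mouse naive CD8+ T cells, MACS-purified. Also added: QL9-charged Drosophila Ld/ICAM-1/B7-1 vesicles. Timing: binding 1.5 h at 37 °C. Measured by: high-throughput flow cytometry with anti-B7-1 and anti-CD8 staining. Read-out: percent CD8+ FL2 mean versus row control. Controls: Unloaded micro-vesicles (low), QL9 vesicles with 0.7% DMSO (high).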
Dynein transport – inhibitors of GR-EGFP nuclear translocation, primary screen, dynein cargo transport inhibitor project, imaging, high-content, 3617.4 mouse cells; test concentration mostly 20 µM; stimulated with dexamethasone, 1 µM; stronger effect = lower value; z-score, hits read low; actives 0.47% (n = 220,000); AID 1381, 2008;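 active = plate z-score of nuclear minus cytoplasmic receptor signal below a set negative limit, without overly bright fluorescence or cell loss, cut at about -3.5 in these data, passing the limit was not always enough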;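 also: z-score of nuclear minus cytoplasmic ring GR-EGFP intensity difference per well; some compounds called inactive have numbers as strong as hits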
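Buffer or medium: tet-free, stripped-serum medium; reagent: dexamethasone at 1.0 µM final, 30 min; incubation: 48 h induction, 1 h compound, 30 min dex at 37 °C; measured by: formaldehyde fixation, Hoechst nuclear stain, 10x automated fluorescence imaging; read-out: nuclear-to-cytoplasmic GR-EGFP distribution per well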
MT stabilizer – microtubule stabilizers in HeLa cells, primary screen, imaging, high-content imaging | HeLa tubulin immunostaining HCS, 24 h; share of cells brighter than vehicle mean+2SD | actives 0.83% (n = 200,000) | AID 2205, 2009 | % tubulin-high responders, % at 10 µM;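 active = plate Z-score above 3 for both tubulin-high and condensed-nucleus cell shares, with cell loss under 80%, at 10 µM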;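 also: anti alpha tubulin signal scored within the nucleus-defined area of each cell; some results filed as inactive read as strong as hits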
M17LAP inhibition – P. falciparum M17LAP inhibitors, primary screen, biochemical, fluorogenic H-Leu-NHMec substrate, 1536-well (AID 1619); Leucine aminopeptidase (Plasmodium falciparum (isolate 3D7)); recombinant M17LAP, H-Leu-NHMec fluorogenic kinetic assay; higher % means a stronger effect; inhibition, % at 30 µM, or IC50 in µM where a hit was titrated; actives 0.38% (n = 220,000);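 active = compound inhibiting the enzyme by more than half at any dose during confirmatory dose-response retesting; inconclusive = strong single-dose inhibitors picked by rank but not retested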;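 also: plate controls were full reaction with DMSO carrier for no effect and no enzyme background for full effect; strong numbers were not always called active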
WT yeast gro inh – growth inhibition of WT strain, primary screen, mitochondrial fusion inhibitor project, WT and mutant strains, chemical genetic; mitochondrial fusion phenotypic screen; inhibition, % at 10 µM; actives 2.1% (n = 190,000); AID 1362, 2008; in the data active = inhibition above about 58%; tested in S. cerevisiae
bCat nuc transl – modulators of beta-catenin nuclear translocation, primary screen, imaging, HeLa cells, immunofluorescence, high-content | nuclear translocation activity, % at 5 µM | actives 0.3% (n = 190,000) | AID 1665, 2009;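 active = nuclear translocation activity above 50% at 5 µM, with a well cell count of 50 or more; inconclusive = wells under 50 cells across six images, flagged as toxic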;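 also: per-cell ratio of nuclear to cytoplasmic median beta-catenin stain intensity; plate controls were DMSO negative control for no effect and GSK-3 inhibitor IX positive control for full effect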
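Signal – beta-catenin immunofluorescence imaging with DAPI · Test system – human HeLa cell line · Dosing – 5 µM primary single dose, 0.1% DMSO, 0.02–20 µM confirmation series · Measure – % activation, nuclear-to-cytoplasmic median beta-catenin signal ratio per cell · Incubation – 24 h compound exposure at 37°C, 5% CO2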
Yfh1-depleted yeast – enhancers of respiration in Yfh1-depleted yeast, dose response, Friedreich's ataxia, plus single-dose screen (AID 1465) | S. cerevisiae Yfh1-off respiration, WST-1 reduction, 72 h; higher fold induction means a stronger effect | fold induction at 50 µM; hits with a dose series show EC50 in µM | actives 0.074% (n = 220,000);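 active = fold induction of absorbance versus untreated yeast above a set limit, then at least 30% activation at any dose in follow-up; inconclusive = repeats straddling the limit, or above it without dose testing; inactive = fold induction below the set limit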;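 also: activators that raise dye reduction in frataxin-depleted yeast; strong numbers were not always called active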
Autophagy HCS – autophagy modulators in MEF cells, primary screen, imaging, high-content, MEF GFP-LC3; calls only at 10 µM (by protocol); MEF GFP-LC3 puncta imaging; test concentration mostly 10 µM; actives 0.98% (n = 190,000); AID 463193, 2010;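 active = percentage of spot-positive cells more than 3 SD above its plate mean, without a fluorescence outlier flag or 80% toxicity; inconclusive = no clear call, values can overlap the other calls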;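 also: spot-positive cell cutoff set from DMSO-treated cells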
P. falciparum M1AAP – P. falciparum M1AAP inhibitors, biochemical, fluorogenic H-Leu-NHMec substrate, 1536-well (AID 1445); one-dose inhibition, % at 30 µM; IC50 in µM for titrated hits; recombinant M1AAP, H-Leu-NHMec fluorogenic kinetic assay; higher % means a stronger effect; actives 0.42% (n = 220,000);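 active = primary inhibition above the hit cutoff, then over 50% inhibition at one or more dose response concentrations, cut at about 23% in these data, passing the limit was not always enough; inconclusive = conflicting primary data, or primary hits not chosen for dose response; inactive = low primary inhibition, or under 50% at every dose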;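 also: plate controls were DMSO full reaction for no effect and no enzyme background for full effect; strong numbers were not always called active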
WT yeast gro inh mutant strain – also measured in WT yeast gro inh; calls as there; inhibition, %; mitochondrial fusion phenotypic screen, mutant strain inhibition
Dynein transport cytoplasmic EGFP – recorded beside Dynein transport, whose call it bears; z-score; measured here: cytoplasmic GR-EGFP intensity; stronger effect = higher value
Dynein transport nuclear GR-EGFP – further read-out of Dynein transport, marked with its call; z-score; measured here: nuclear GR-EGFP intensity;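 lower value marks the stronger effect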
Dynein transport cell count – further read-out of Dynein transport, marked with its call; z-score; measured here: cell count per field
bCat nuc transl cell count 5 µM – second read-out of bCat nuc transl, no call of its own (marks repeat the call); cell count; measured here: cell count, cytotoxicity flag
T cell modulator vesicle-bound % – recorded beside T cell modulator, whose call it bears; double positive events, %; measured here: CD8+ vesicle-bound cell fraction;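 binding gate set so that unloaded-vesicle control wells show 10% double positive cells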
MT stabilizer Hoechst-high % – second read-out of MT stabilizer, no call of its own (marks repeat the call); % Hoechst-high responders; measured here: nuclear condensation Hoechst responders;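 share of cells brighter than vehicle mean plus two SD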
MT stabilizer cytotoxicity % – also measured in MT stabilizer; calls as there; toxicity, %; measured here: cytotoxicity by cell density;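 0% = mean cell density of plate MIN control wells and 100% = no cells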
Autophagy HCS cell loss 18 h – recorded beside Autophagy HCS, whose call it bears; toxicity, %; measured here: cell loss, nuclei count;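 cell loss after 18 h compound exposure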
An asterisk follows results filed as active; i = inactive; ? = inconclusive; · = not tested or not shown. An unsorted share of the library; overall some 4.4% were active at least once.

mol	T cell modulator	T cell modulator vesicle-bound %	Dynein transport	Dynein transport cytoplasmic EGFP	Dynein transport nuclear GR-EGFP	Dynein transport cell count	MT stabilizer	MT stabilizer Hoechst-high %	MT stabilizer cytotoxicity %	M17LAP inhibition	WT yeast gro inh	WT yeast gro inh mutant strain	bCat nuc transl	bCat nuc transl cell count 5 µM	Yfh1-depleted yeast	Autophagy HCS	Autophagy HCS cell loss 18 h	P. falciparum M1AAP
CCOc1ccc(OCc2ccc(C(=O)N/N=C(\C)c3ccccn3)cc2)cc1	i	50	1.3	-0.25	0.78	-1.6	11	2.1	29	2%	5	25	5.2	858	i	i	33	2%
CCN(c1ccccc1)S(=O)(=O)c1ccc(NC(=O)C(C)(C)C)cc1	i	30	-0.3	-0.23	-0.34	-0.35	2.9	2.6	7.5	-2%	-8	6	·	·	i	i	-7	4%
COc1ccccc1C(=O)N/C(=C/c1ccccc1)C(=O)Nc1ccc(C(=O)O)cc1	i	27	1.2	-0.32	0.62	-0.095	1.6	2.3	8.4	10%	-11	1	-0.1	1127	i	i	1	4%
Cc1ccc(NP(=O)(c2ccc(N(C)C)cc2NC(=O)c2cccs2)N2CCOCC2)cc1 (stereo unspecified)	i	38	0.086	-0.26	-0.18	0.056	3.6	2.1	6.2	1%	10	-4	-2.5	1154	i	i	9	7%
COc1ccc(/C(O)=C2\C(=O)C(=O)N(Cc3ccco3)C2c2cc(OC)ccc2OC)cc1 (stereo unspecified)	i	56	-0.26	-0.33	-0.047	-0.22	3.8	2.1	13	21%	-5	1	0.5	1288	i	i	0	18%
Cc1cccc(NNC(N)=S)c1C	i	50	-0.18	-0.25	0.036	0.26	1.7	2.0	5.5	-4%	1	-11	1.8	1061	i	i	3	2%
COc1ccc(OC)c(C2CC(=O)NC(SC)=C2C#N)c1 (stereo unspecified)	i	16	3.6	0.0087	1.9	-1.2	2.3	2.6	4.6	6%	1	2	-0.8	1156	i	·	·	6%
Cc1ccc(CN(c2ccc(C(=O)NCc3ccccn3)cc2)S(C)(=O)=O)cc1	i	21	0.027	-0.35	-0.21	0.69	1.5	1.0	3.4	12%	-2	-9	·	·	i	i	-9	2%
O=C(OCc1nc2ccc(Cl)cc2n1CCO)c1ccccc1C(=O)c1ccccc1	i	8	-1.3	-0.21	-0.27	0.49	1.8	1.8	7.2	-4%	-7	-6	-1.1	971	i	i	0	4%
O=C(CCc1ccc(S(=O)(=O)N2CCCCC2)cc1)c1nnc(-c2ccccc2)o1	i	26	-1.1	1.1	0.11	11	1.8	2.8	8.0	2%	18	8	·	·	i	i	3	0%
Nc1ccc2c(C(F)(F)F)cc(=O)oc2c1	i	49	0.077	-0.19	0.15	-0.072	2.2	2.1	9.5	-51%	-10	-5	-1.6	1106	i	i	6	19%
COC(=O)Cc1[nH]nc2c1C(c1cc(OC)c(OC)c(OC)c1)C(C#N)=C(N)O2 (stereo unspecified)	i	42	-0.95	-0.19	-0.064	-0.015	·	·	·	-9%	·	·	-0.8	1294	i	·	·	0%
COc1cc(O)c2c(c1)COC2=O	i	65	-1.2	-0.24	-0.4	0.99	3.3	2.6	10	-4%	6	7	0.0	516	i	i	7	-5%
O=C(Nc1ccc(N2CCOCC2)cc1N1CCOCC1)c1cccs1	i	23	-0.65	0.25	-0.0049	0.5	0.9	1.1	14	-2%	-5	0	·	·	i	i	0	5%
Cc1nc2cc(F)ccc2n1C1CCN(S(=O)(=O)c2ccccc2)CC1	i	47	-0.81	-0.087	-0.47	0.6	2.7	2.5	6.1	-6%	4	13	-2.7	1159	i	i	0	3%
O=C(Cc1cccc2ccccc12)NNC(=O)Nc1ccc(Cl)cc1	i	58	0.4	-0.25	0.51	-0.095	·	·	·	0%	·	·	0.5	1298	i	·	·	3%
CCOC(=O)N1CCN(C(=O)CN(C)S(=O)(=O)c2ccc3c(c2)c(=O)n(C)c(=O)n3C)CC1	i	55	-0.14	-0.31	0.035	-0.18	3.0	4.3	7.0	-1%	-1	-1	-0.1	1093	i	i	6	-5%
CN1CCCN(C(c2ccccc2)c2ccc(Cl)cc2)CC1 (stereo unspecified)	i	28	0.097	-0.19	0.25	0.76	3.0	2.8	8.3	-8%	14	11	2.6	492	i	i	1	-5%
CC1(C)Cc2c(sc3c2c(=N)n(Cc2ccco2)c(=O)n3Cc2ccc(F)cc2)CO1	i	59	-1.1	-0.16	-0.44	0.13	3.7	1.1	5.7	4%	17	13	0.5	739	i	i	-4	-2%
COc1cccc(NC(=O)CSc2nc3c([nH]c4ccccc43)c(=O)n2C)c1	i	23	0.11	-0.29	0.49	-0.27	2.5	1.9	8.4	-6%	-6	-2	-3.1	1084	i	i	27	2%
Cc1ccc(-n2nc(C)c3c2OC(N)=C(C#N)C3c2ccco2)cc1 (stereo unspecified)	i	29	-0.71	-0.2	-0.35	0.51	0.9	1.4	12	29%	14	5	·	·	i	i	-16	14%
N#CC(C#N)=C1C=C2C=C(N3CCCCCC3)CCC2CC1 (stereo unspecified)	·	·	-3.7*	-0.41*	-2.7*	0.78*	2.7	4.7	5.8	11%	47	35	-0.8	964	i	?	·	21%
CC(C)n1c(NCCO)nc2ccccc21	i	53	0.65	-0.29	0.7	-0.83	2.1	1.7	4.8	8%	-7	-32	-0.5	1462	i	i	0	8%
CCN(CC)S(=O)(=O)c1ccc(Cl)c(C(=O)OC)c1	i	27	-0.71	-0.25	0.27	0.26	2.1	1.9	8.8	-4%	-9	-3	2.2	924	i	i	0	1%
COc1ccc(C(=O)NCc2cccnc2)cc1Br	i	38	0.13	0.089	0.41	-0.25	1.0	1.1	4.1	5%	-14	-6	·	·	i	i	4	-2%
N#CC(C#N)=NNc1ccc([N+](=O)[O-])cc1	i	16	0.42	-0.25	0.3	0.31	·	·	·	41%	·	·	-0.9	1354	i	·	·	16%
COC(=O)CSc1nc2cc(OC)ccc2cc1C#N	i	16	0.15	0.059	0.11	-0.26	2.0	1.7	2.1	10%	24	28	-1.5	1117	i	i	5	7%
C=CCSc1nnc(NC(=O)c2cn(CC)c3nc(C)ccc3c2=O)s1	i	46	1.2	-0.098	1.1	-1	5.5	2.2	9.2	-5%	-2	9	3.0	940	i	i	9	-5%
Cc1ccc(N2C(=O)CS/C2=N\C(=S)Nc2ccccc2)cc1	i	36	0.57	-0.2	0.98	-0.61	·	·	·	2%	·	·	4.4	1150	i	·	·	-4%
CC12CCC(C(=O)N3CCN(c4ncccn4)CC3)(c3nc4ccccc4nc31)C2(C)C (stereo unspecified)	i	61	-0.5	-0.21	-0.4	0.64	3.4	2.5	1.8	-6%	3	2	·	·	i	i	2	0%
CC(=O)c1ccc(NC(=O)c2cc(CC(C)C)on2)cc1	i	27	-0.83	-0.24	-0.42	0.14	7.7	2.2	6.5	3%	11	-7	-4.8	1190	i	·	·	5%
CN(C)c1ccc(-c2nnn(Cc3ccccc3Br)n2)cc1	·	·	-0.42	-0.21	-0.36	0.82	1.6	1.5	6.8	-4%	-3	-13	-4.7	869	i	i	27	10%
Cn1c(SCC(=O)N2CCCc3ccccc32)nnc1-c1ccco1	i	38	-0.07	-0.21	0.36	-0.25	1.5	2.2	5.8	-10%	5	0	5.9	1419	·	i	0	1%
CC(C)(C)Nc1nc(NN)nc(NC(C)(C)C)n1	i	54	0.09	-0.22	0.35	0.25	2.2	0.9	7.9	-2%	15	5	4.9	1368	i	i	16	0%
CN(CCn1ccnc1)Cc1cn(-c2ccccc2)nc1-c1ccc2c(c1)OCO2	i	18	-0.18	0.014	0.28	-0.065	4.0	1.8	6.0	10%	20	12	-0.6	1008	i	i	-12	9%
COc1ccc(/C(C)=N/Nc2ccc(C(=O)O)cc2)c(OC)c1	i	46	-0.89	-0.058	-0.64	0.69	2.6	2.2	5.0	43%	-16	-9	-2.5	995	i	i	1	2%
Cn1c(=O)[nH]c(=O)c2c1nc(CN1CCN(c3ccc(F)cc3)CC1)n2CCN1CCOCC1	i	40	1.2	-0.14	0.6	-0.54	·	·	·	21%	·	·	-0.2	1352	i	·	·	-3%
